Yp Topo-I inh = Y. pestis Topo-I inhibition via cleavage products. Y. pestis Topo-I cleavage product accumulation, plate reader. activity, % at 10 µM. 0.064% of 360,000 active; in the data active = activity above about 50%, passing the limit was not always enough; also: inactives centre near 2
VHR inh abs = blocks human VHR1 dual specificity phosphatase; P51452; recombinant VHR phosphatase, pNPP absorbance; inhibition, % at 13.3 µM; 0.52% of 290,000 active; AID 1654; in the data active = inhibition above about 50%; also: some compounds called inactive have numbers as strong as hits
Rv3671c protease = inhibits the M. tuberculosis serine protease Rv3671c; inhibition, % at 5.96 µM; AID 2606; 0.048% of 320,000 active; P9WHR9; in the data active = inhibition above about 38%;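 also: extracellular domain of Rv3671c used as enzyme; 0% = enzyme with DMSO and 100% = no enzyme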
CCHFV vOTU inh = blocks the CCHF virus ovarian tumor domain protease | CCHFV vOTU protease, Pep-AMC fluorescence | inhibition, % at 11.5 µM | 0.55% of 370,000 active | AID 651958; in the data active = inhibition above about 30%; also: 0% = vehicle wells with enzyme and 100% = no enzyme wells
TcdB inh = inhibitors of Clostridioides difficile toxin B glycohydrolase; P18177; TcdB glycohydrolase enzymatic assay, plate reader; inhibition, % at 9.99 µM; 0.24% of 350,000 active; AID 652162; in the data active = inhibition above about 10%
SSB-PriA inh = blocks PriA binding to SSB C-terminal tail | inhibition, % at 33 µM | AID 1272365 | AlphaScreen SSBct-PriA binding, biotinylated peptide | 0.6% of 430,000 active; in the data active = inhibition mostly above about 37%, no sharp cut-off; inactive = mostly below about 20%;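 also: plate controls were negative control peptide for no effect and reference peptide for full effect; strong numbers were not always called active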
Vc quorum ag = induces V. cholerae light production without autoinducers; V. cholerae BH1578 lux reporter, luminescence, 6 h; activation, % at 18.7 µM; 0.16% of 350,000 active; in the data active = activation mostly above about 9.7%, no sharp cut-off; also: not every result past the cut was called active; inactives centre near 0; reference of the scale not given here
3CLpro inhibitor = SARS-CoV 3CLpro protease inhibition. P0C6X7. recombinant SARS-CoV 3CLpro, quenched FRET peptide cleavage. inhibition, % at 6 µM. 0.14% of 290,000 active. AID 1706; in the data active = inhibition above about 12%
MazF activator = increases E. coli MazEF RNase cleavage of RNA; P0AE70; FAM/BHQ RNA-DNA oligo cleavage fluorescence, 5 h; activation, % at 20 µM; 0.32% of 350,000 active; in the data active = activation above about 50%
PrPC TRFRET = cell surface PrPC inhibition, primary TR-FRET screen; P04156; TR-FRET read-out; inhibition, % at 13.8 µM; 0.43% of 370,000 active; in the data active = inhibition above about 24%; also: 0% = median of the test wells and 100% = reference compound wells
Numbers without * were called inactive; i = inactive; · = no result given. This is a subset; rates above refer to the full screens.

Keys – A = Yp Topo-I inh; B = VHR inh abs; C = Rv3671c protease; D = CCHFV vOTU inh; E = TcdB inh; F = SSB-PriA inh; G = Vc quorum ag; H = 3CLpro inhibitor; I = MazF activator; J = PrPC TRFRET
Compound: O=C(NCc1ccccc1)c1ccc(F)c(F)c1
  A = 15; B = -3; C = -2; D = 10; E = 3.4; F = -8; G = -0.4; H = 3; I = 2; J = 2

Compound: O=C(CN1C(=O)c2ccccc2C1=O)OCC(=O)c1ccccc1
  A = -5; B = ·; C = -2; D = -13; E = 0.2; F = 29; G = i; H = ·; I = -11; J = -4

Compound: COc1ccccc1OCC(=O)Nc1ccccc1C(=O)NCc1ccco1
  A = 10; B = -9; C = 2; D = 4; E = ·; F = -2; G = -0.2; H = 1; I = 1; J = -2

Compound: CC(=C/c1ccccc1)/C=C1/SC(N2CCOCC2)=NC1=O
  A = 8; B = 35; C = 2; D = 15; E = ·; F = -13; G = -0.3; H = 0; I = -5; J = -18

Compound: CSC1=NCCN1C(=O)c1cccc(C(F)(F)F)c1
  A = -6; B = 22; C = 2; D = -6; E = ·; F = -8; G = 3.9; H = 3; I = -2; J = -5

Compound: CCNC(=O)C(=O)NCCc1ccc(Cl)cc1
  A = 4; B = 24; C = 3; D = -7; E = ·; F = -2; G = -0.4; H = -4; I = 6; J = -5

Compound: CN(Cc1ccccc1)S(=O)(=O)c1nnc(NC(=O)c2ccccc2F)s1
  A = 1; B = -9; C = -3; D = 3; E = 0.2; F = -7; G = -0.1; H = 0; I = 9; J = 1

Compound: CC1CCCCC1NC(=O)c1ccc(S(=O)(=O)N2CCN(C)CC2)cc1 (stereo unspecified)
  A = -1; B = 2; C = 0; D = 0; E = -0.5; F = -20; G = -0.4; H = -5; I = 2; J = 4

Compound: CN(CCCNC(=O)CCc1cn(C)c2ccccc12)C1CCCCC1
  A = 0; B = 87; C = -9; D = 1; E = -0.1; F = 2; G = -0.1; H = -4; I = -3; J = 2

Compound: CCOC(=O)COc1ccc2c(c1)c(C(=O)OCC)c(C)n2CC
  A = 28; B = 11; C = -7; D = 7; E = ·; F = -17; G = -0.2; H = -4; I = 10; J = 1

Compound: CN(C)C(=O)CCCCCCCCC(=O)N(C)C
  A = -4; B = 7; C = 6; D = 2; E = -0.4; F = 1; G = i; H = -1; I = 13; J = 3

Compound: CC(C)(C)OC(=O)N1CCC2(CC1)C(C#N)=C(N)OC1=C2C(=O)CCC1
  A = -13; B = 30; C = -1; D = -6; E = -0.1; F = -2; G = -0.2; H = 7; I = -7; J = -6

Compound: O=C(Nc1cnccn1)c1cccnc1
  A = 0; B = 14; C = 0; D = 5; E = 1.2; F = -13; G = -0.4; H = -2; I = 2; J = 4

Compound: CCOC(=O)C=C(OC(=O)c1ccc(OC)cc1)c1ccccc1
  A = 34; B = ·; C = ·; D = -5; E = 0.5; F = -9; G = -1.1; H = ·; I = 4; J = -6

Compound: COc1cccc(CNC(=O)CCCn2nc(C)n3c(cc4sccc43)c2=O)c1
  A = 16; B = 1; C = 6; D = -1; E = -1.0; F = -6; G = i; H = 2; I = 3; J = -3

Compound: O=C(CN1C(=O)NC2(CCc3ccccc32)C1=O)Nc1cc(C(F)(F)F)ccc1N1CCOCC1 (stereo unspecified)
  A = ·; B = 19; C = -4; D = 16; E = ·; F = -10; G = ·; H = ·; I = -3; J = -2

Compound: COc1ccc(NC(=O)c2scc(S(=O)(=O)C(C)C)c2N)cc1
  A = 6; B = -4; C = 9; D = -3; E = 1.5; F = -4; G = i; H = 5; I = 3; J = -2

Compound: CC(=O)c1cccc(NC(=O)CCNC(=O)c2ccccc2Cl)c1
  A = 1; B = -25; C = -6; D = 1; E = 0.5; F = 2; G = i; H = 1; I = -1; J = 4

Compound: Cc1ccc(S(=O)(=O)NC(CC(=O)NCC2CCCO2)c2ccccc2)cc1 (stereo unspecified)
  A = -6; B = 6; C = 1; D = 5; E = 1.5; F = -35; G = 2.1; H = 4; I = -1; J = 3

Compound: COc1ccc(S(=O)(=O)NCc2ccc(C(=O)NCCCN3CC(C)CC(C)C3)cc2)cc1 (stereo unspecified)
  A = -6; B = -2; C = -9; D = -9; E = 0.3; F = 6; G = -0.6; H = 1; I = 10; J = 4

Compound: Cc1ccc(S(=O)(=O)Nc2ccc3[nH]ccc3c2)cc1
  A = -2; B = 4; C = -11; D = 0; E = 2.1; F = -3; G = -0.6; H = 0; I = 1; J = 5

Compound: CCN1C(=O)/C(=C\C(=O)c2cccs2)c2cc(Br)ccc21
  A = 3; B = 24; C = -14; D = 9; E = 0.5; F = -5; G = 6.9; H = -2; I = -1; J = -4

Compound: COC(=O)Nc1nnc(Cc2ccc(Cl)cc2)s1
  A = 8; B = 27; C = -7; D = -3; E = ·; F = -7; G = ·; H = 8; I = 3; J = 10

Compound: Cn1c(SCC(=O)Nc2ccccc2F)nnc1-c1cccs1
  A = -1; B = 54*; C = -3; D = 16; E = 0.2; F = -16; G = 0.0; H = -3; I = -17; J = 1

Compound: O=C(NCc1ccc(F)cc1)C1CC(=O)N(C2CCCC2)C1 (stereo unspecified)
  A = 2; B = ·; C = -2; D = 1; E = 0.1; F = 3; G = i; H = ·; I = 0; J = -3

Compound: CC(OC(=O)C1=COCCO1)C(=O)NC1CCCCC1 (stereo unspecified)
  A = 6; B = ·; C = ·; D = -5; E = 0.0; F = ·; G = -0.5; H = ·; I = -1; J = -4

Compound: CCN1CCN(c2cc(C)c3cc(NC(=S)N4CCCCC4)ccc3n2)CC1
  A = -1; B = 42; C = 0; D = -20; E = -2.0; F = 19; G = i; H = 2; I = 10; J = -2

Two entries drawn at random from the list so far:
Keys – A = Yp Topo-I inh; B = VHR inh abs; C = Rv3671c protease; D = CCHFV vOTU inh; E = TcdB inh; F = SSB-PriA inh; G = Vc quorum ag; H = 3CLpro inhibitor; I = MazF activator; J = PrPC TRFRET
Compound: CCOC(=O)COc1ccc2c(c1)c(C(=O)OCC)c(C)n2CC
  A = 28; B = 11; C = -7; D = 7; E = ·; F = -17; G = -0.2; H = -4; I = 10; J = 1

Compound: COc1ccc(S(=O)(=O)NCc2ccc(C(=O)NCCCN3CC(C)CC(C)C3)cc2)cc1 (stereo unspecified)
  A = -6; B = -2; C = -9; D = -9; E = 0.3; F = 6; G = -0.6; H = 1; I = 10; J = 4

Compounds listed so far that contain fluorine (six):
Keys – A = Yp Topo-I inh; B = VHR inh abs; C = Rv3671c protease; D = CCHFV vOTU inh; E = TcdB inh; F = SSB-PriA inh; G = Vc quorum ag; H = 3CLpro inhibitor; I = MazF activator; J = PrPC TRFRET
Compound: O=C(NCc1ccccc1)c1ccc(F)c(F)c1
  A = 15; B = -3; C = -2; D = 10; E = 3.4; F = -8; G = -0.4; H = 3; I = 2; J = 2

Compound: CSC1=NCCN1C(=O)c1cccc(C(F)(F)F)c1
  A = -6; B = 22; C = 2; D = -6; E = ·; F = -8; G = 3.9; H = 3; I = -2; J = -5

Compound: CN(Cc1ccccc1)S(=O)(=O)c1nnc(NC(=O)c2ccccc2F)s1
  A = 1; B = -9; C = -3; D = 3; E = 0.2; F = -7; G = -0.1; H = 0; I = 9; J = 1

Compound: O=C(CN1C(=O)NC2(CCc3ccccc32)C1=O)Nc1cc(C(F)(F)F)ccc1N1CCOCC1 (stereo unspecified)
  A = ·; B = 19; C = -4; D = 16; E = ·; F = -10; G = ·; H = ·; I = -3; J = -2

Compound: Cn1c(SCC(=O)Nc2ccccc2F)nnc1-c1cccs1
  A = -1; B = 54*; C = -3; D = 16; E = 0.2; F = -16; G = 0.0; H = -3; I = -17; J = 1

Compound: O=C(NCc1ccc(F)cc1)C1CC(=O)N(C2CCCC2)C1 (stereo unspecified)
  A = 2; B = ·; C = -2; D = 1; E = 0.1; F = 3; G = i; H = ·; I = 0; J = -3

Compound activity (PubChem)
